# TRPN1 ag = zebrafish TRPN1 channel agonists, primary screen, cell-based, HEK293, calcium fluorescence; HEK293 zebrafish TRPN1-YFP, Fluo-8 calcium fluorescence; 100% = response to 87 µM carbachol; activation, % at 3 µM; 220,000 tested, 0.18% active; AID 1424, 2008;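 active = activation above its plate's cutoff, the mean activation of test wells on that plate plus 3 SD, cut at about 19% in these data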;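 also: 0% = DMSO alone and 100% = 87 µM carbachol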
#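 Control set: carbachol 87 µM as high control, DMSO as low control; system: HEK293 stable line with zebrafish TRPN1-YFP; read-out: % activation versus carbachol response; detection: intracellular calcium fluorescence with Fluo-8; doses: single test compound dose, 3 µM nominal, 0.3% DMSO; schedule: dye 1 h 37 °C plus 30 min RT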
# EP2 modulator = EP2 receptor modulators, cAMP readout, primary screen, cell-based, HTRF cAMP, PGE2 stimulation; EP2-expressing cells, cAMP HTRF FRET, PGE2 co-stimulation; induction, % at 25 µM; 260,000 tested, 0.83% active;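 active = compounds whose cAMP rise, as percent of the full-agonist control response, exceeds 60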;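 also: rat C6 glioma line stably carrying human EP2 under a CMV promoter; the protocol text gives 20 µM as final concentration; 100% = response of wells given 1 µM PGE2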
# Target sequence (P43116 whole entry, looked up): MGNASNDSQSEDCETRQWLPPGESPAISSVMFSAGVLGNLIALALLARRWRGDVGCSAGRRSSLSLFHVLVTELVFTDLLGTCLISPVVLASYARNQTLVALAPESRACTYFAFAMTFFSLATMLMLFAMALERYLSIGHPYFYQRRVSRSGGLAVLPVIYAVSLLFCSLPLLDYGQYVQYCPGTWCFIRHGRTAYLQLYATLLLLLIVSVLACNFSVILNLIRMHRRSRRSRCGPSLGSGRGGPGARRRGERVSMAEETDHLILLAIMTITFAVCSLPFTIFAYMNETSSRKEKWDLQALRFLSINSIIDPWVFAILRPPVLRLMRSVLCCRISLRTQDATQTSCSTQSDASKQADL
# TRPML3 agonist = human TRPML3 channel agonists, primary screen, cell-based, HEK293 TRPML3-YFP, Fluo-8 calcium fluorescence, 3 µM; 220,000 tested, 0.29% active; 100% = the carbachol control signal; activation, % at 3 µM; Mucolipin-3 (Homo sapiens), Q8TDD5;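 active = activation above its plate's cutoff, the mean activation of the plate's test wells plus 3 SD, cut at about 12% in these data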;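 also: 0% = DMSO only wells and 100% = carbachol wells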
# Target sequence (Q8TDD5 whole entry, looked up): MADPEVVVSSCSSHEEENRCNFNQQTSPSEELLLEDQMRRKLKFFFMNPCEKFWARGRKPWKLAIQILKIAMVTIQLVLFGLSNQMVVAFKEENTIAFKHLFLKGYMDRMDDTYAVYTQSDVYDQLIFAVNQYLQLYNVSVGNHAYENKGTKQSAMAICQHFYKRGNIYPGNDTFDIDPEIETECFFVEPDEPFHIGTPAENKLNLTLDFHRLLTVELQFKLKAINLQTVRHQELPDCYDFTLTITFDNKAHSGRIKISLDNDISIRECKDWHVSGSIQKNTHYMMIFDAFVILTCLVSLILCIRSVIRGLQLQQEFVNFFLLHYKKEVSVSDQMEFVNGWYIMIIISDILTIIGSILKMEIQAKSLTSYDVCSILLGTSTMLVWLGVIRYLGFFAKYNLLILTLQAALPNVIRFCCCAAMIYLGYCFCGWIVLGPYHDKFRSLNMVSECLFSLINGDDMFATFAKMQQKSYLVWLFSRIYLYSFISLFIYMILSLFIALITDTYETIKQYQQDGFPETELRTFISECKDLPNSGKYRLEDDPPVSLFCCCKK
#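 system = HEK293 cells stably carrying human TRPML3-YFP | doses = one concentration, 3 µM nominal, 0.3% DMSO | timing = dye loading 1 h 37 °C then 30 min ambient, 125 s read | detection = Fluo-8 calcium dye fluorescence, ex 470-495, em 515-575 nm | benchmarks = high control carbachol 87 µM, low control DMSO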
# Ba/F3 V617F tox = reduced viability of JAK2V617F-dependent Ba/F3 cells, primary screen, JAK2V617F inhibitor project, cell-based, Ba/F3 EpoR-JAK2V617F, luminescence; AID 1446, 2008; 220,000 tested, 1.1% active; inhibition, % at 5.6 µM; ATP luminescence;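 active = inhibition above the campaign mean plus 3 SD over all tested compounds, cut at about 24% in these data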;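 also: cytokine-independent growth of Ba/F3 cells driven by EpoR plus mutant JAK2; 0% = DMSO-treated cells and 100% = JAK inhibitor I control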
# BaF3 tox = parental Ba/F3 cell viability inhibition, counter-screen for JAK2V617F inhibitor project, murine pro-B, CellTiter-Glo luminescence; inhibition, % at 5.6 µM; 220,000 tested, 1.1% active; CellTiter-Glo ATP luminescence;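 active = inhibition above a per-campaign cutoff, the mean inhibition of all tested compounds plus 3 SD, cut at about 27% in these data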;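 also: 0% = DMSO wells and 100% = JAK Inhibitor I control wells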
# PERK inh = block of dimerizer-induced PERK translation repression, primary screen, PERK inhibitor project, CHO PERK-DD cells, SEAP luminescence, HTS; inhibition, % at 5.6 µM; 220,000 tested, 0.17% active; CHO PERK-DD fusion, SEAP luminescence translation reporter; AID 1416, 2008; Eukaryotic translation initiation factor 2-alpha kinase 3 (Homo sapiens), Q9NZJ5;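 active = inhibition above the mean inhibition of all tested compounds plus 3 SD, set separately per screening campaign, cut at about 2.9% in these data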;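 also: PERK kinase domain activated by AP20187 dimerizer at 100 nM; 0% = DMSO with dimerizer and 100% = rapamycin at 8.4 µM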
# S1P4 antagonist = S1P4 receptor antagonists, primary screen, cell-based; Sphingosine 1-phosphate receptor 4 (Homo sapiens), O95977; S1P4-expressing cells, antagonist mode, reporter read-out; inhibition, % at 4.98 µM; 220,000 tested, 0.26% active; in the data active = inhibition above about 29%;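 also: 0% = wells stimulated with agonist and 100% = vehicle wells without agonist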
# S1P4 agonist = S1P4 receptor agonists, primary screen, cell-based; Sphingosine 1-phosphate receptor 4 (Homo sapiens), O95977; S1P4-expressing cell line, agonist reporter assay; activation, % at 4.98 µM; 220,000 tested, 0.35% active; AID 1509, 2009; in the data active = activation above about 11%;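 also: 0% = DMSO vehicle and 100% = reference agonist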
# m-calpain inh = inhibitors of pig calpain II, primary screen, biochemical, fluorogenic peptide substrate, 1536-well; purified calpain II, 30 min; inhibition, % at 16 µM; 220,000 tested, 0.37% active;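 active = inhibition above about 50%, limit read from the data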
# * = called active by the depositor; & = joins results of further samples.
SMILES,TRPN1 ag,EP2 modulator,TRPML3 agonist,Ba/F3 V617F tox,BaF3 tox,PERK inh,S1P4 antagonist,S1P4 agonist,m-calpain inh
Cc1cc(C(=O)OCC(=O)Nc2cc(S(=O)(=O)N(C)C)ccc2C)c2ccccc2n1,6.3,-31,2.4,2,6,-0.2,-11,0.9,-9
Cc1cc(Cl)cc(Cl)c1CNc1c([N+](=O)[O-])c(=O)oc2ccccc12,-0.1,-30,0.9,-4,3,0.7,-5,2.4,2
Cc1ccc(-n2ncc3c(=O)n(CC(=O)N4CCCc5ccccc54)cnc32)cc1C,0.7,-57,-0.1,-3,0,0.1,-9,0.8,37
CCn1c(=O)ccc2cc([N+](=O)[O-])ccc21,-0.6,37,-0.6,1,8,-0.3,-16,2.0,10
CN(C)S(=O)(=O)c1ccc(C(=O)OCn2nnc3ccccc3c2=O)cc1,0.3,-20,0.7,-3,0,0.0,-18,-4.6,-22
COC(=O)c1ccc(C(=O)OC)c(NC(=S)N2CCN(c3ccc(F)cc3)CC2)c1,-0.9,49,0.0,2,4,-1.8,-14,0.8,-4
CCN(CC(=O)Nc1cccc(Br)c1)Cc1nc2ccccc2c(=O)[nH]1,1.6,-12,0.3,1,1,-0.5,15,-0.5,18
O=C(NNS(=O)(=O)c1ccccc1)c1cnn(-c2ccc(Cl)cc2)c1C(F)(F)F,0.8,-9,0.7,-2,6,1.8,0,1.1,2
CC1=C(C)CC(C(=O)Nc2ccc3c(c2)OCO3)C(C(=O)O)C1 (stereo not given),1.6,44,0.6,0,10,1.3,-22,2.0,-5
Fc1ccc(Nc2c3c(nc4ccccc24)CCC3)cc1,0.8,-39,0.2,0,7,-0.6,7,1.9,3
Cc1sc2ncnc(N[C@@H](CCC(=O)O)C(=O)O)c2c1C,0.5,14,1.1,2,1,-0.1,-2,-0.5,-16
CC(C)(C)c1ccc(Cn2nnc3c(=O)[nH]c(C4CCN(C(=O)Cc5cccs5)CC4)nc32)cc1,-0.9,42,-0.8,-3,2,-0.5,-7,-1.1,-18
NC(=O)CSc1nnnn1-c1ccc2c(c1)OCCO2,0.1,-14,0.5,-7,0,1.3,-11,1.6,11
COc1cccc(CNc2nc(SC)ncc2CO)c1,0.2,9,0.9,-4,-2,0.3,1,0.4,-4
C#CCOCCOCCOCCNc1nc(N2CCN(C(=O)[C@H](Cc3ccc(O)cc3)n3cc(C(N)CC(C)C)nn3)CC2)nc(N2CCN(C(=O)[C@H](CCC(=O)O)n3cc(C(N)[C@H](C)CC)nn3)CC2)n1 (stereo not given in full),1.1,6,0.7,-3,6,0.8,8,-2.4,4
Cc1ccc(NNC(=O)c2cc(C)on2)c(C)c1,1.9,-12,0.6,2,-1,0.9,6,-0.2,5
COc1cccc(-c2nnc(-c3ccc(C(F)(F)F)cc3)o2)c1,0.3,47,0.0,-3,-1,0.9,-7,0.5,22
C=CCNc1ccc(N2C(=O)C3CCC(C)CC3C2=O)cc1[N+](=O)[O-] (stereo not given),0.4,-51,-0.3,3,1,-0.1,-15,0.9,67*
Cc1nnc(SCC(=O)NC23CC4CC(CC(C4)C2)C3)s1,1.2,-4,-0.3,3,9,0.7,-5,-0.2,1
CCOC(=O)/C(C#N)=C(C)/C=C1\Sc2ccccc2N1CC,1.7,22,-0.1,3,4,-0.3,-2,0.4,6
COc1ccc(Cc2noc(CN3CCCC(OCc4ccccn4)C3)n2)cc1OC (stereo not given),0.5,13,0.6,0,5,-0.1,6,2.4,-25
Cn1c(SCC(=O)C(C)(C)C)nnc1-c1cccnc1,0.0,15,0.2,-2,2,-0.1,13,-0.7,21
CCCn1nnnc1SCC(=O)N1CCN(C(=O)c2ccco2)CC1,-0.1,-9&-4,0.4,-1,1,0.6,-24,0.3,-18
CC(=O)C(Sc1ccc2nnc(-c3ccncc3)n2n1)C(C)=O,-0.1,3,0.4,-5,3,0.4,-16,-1.1,3
COc1ccc(Nc2nc(N)nc(CSC(=S)N3CCN(C)CC3)n2)cc1,0.2,-25,0.6,3,10,0.2,7,-0.6,-4
Fc1ccccc1NC(=S)N1CCN(Cc2ccccc2)CC1,1.0,6,0.4,2,8,0.2,-27,3.4,8
CN(C)C(=S)SCCn1c(N)nc(N(C)C)nc1=O,1.6,23,0.0,-1,3,1.9,-26,1.4,-10
COC(=O)C(=Nc1ccccc1)/C(C(=O)C(=O)N(C)c1ccccc1)=C(\O)c1ccccc1,1.3,-30,0.0,-3,2,1.6,-11,1.5,7
COc1ccc(NC(=O)C(CCSC)N2C(=O)c3ccccc3C2=O)cc1 (stereo not given),-0.3,14,0.9,-4,0,0.6,7,-1.0,19
Cc1occc1-c1nnc(SCC(=O)N2CCOCC2)n1Cc1ccco1,-1.1,16,-0.2,-2,8,1.2,-14,-0.9,-14
COc1cc(SC)ccc1C(=O)Nc1ccc(C)cc1,-1.0,11,-0.4,-2,5,0.2,9,-1.8,12
O=[N+]([O-])c1ccc(-c2ccc(/C=N/Nc3nc(NCc4ccccc4)nc(N4CCOCC4)n3)o2)cc1,3.6,-3,1.6,-2,3,0.0,-14,0.6,-137
COc1ccc(-c2noc(-c3ccccc3C(=O)Nc3cccnc3)n2)cc1OC,0.0,17,0.2,-2,4,-0.2,-13,-0.9,-19
Cc1ccc(S(=O)(=O)Nc2ccc(S(=O)(=O)N3CCCC3)cc2)cc1,-0.4,24,-1.3,-2,5,0.5,-23,0.8,16
COCCOC(=O)C1=C(C)NC(SCC(=O)NC(C)(C)C)=C(C#N)C1c1ccco1 (stereo not given),0.0,10,-0.3,-1,-1,-0.6,1,1.2,-10
COc1ccc(C(=O)C2CCCN(C(=O)c3ccccc3C(C)=O)C2)cc1F (stereo not given),1.1,-17,0.4,-2,3,2.0,0,1.0,-4
O=C(COC(=O)c1ccco1)Nc1ccccc1[N+](=O)[O-],-0.1,-8,0.3,-2,1,0.7,15,-0.1,-16
COc1ccc2nc(SCC(C)=O)c(C#N)cc2c1,0.6,-26,0.8,-7,-3,0.9,-4,-0.2,-37
Cc1ccccc1Cn1nnc(-c2ccc3c(c2)OCO3)n1,-1.6,33,0.2,-1,1,0.6,-19,-3.6,27
CC(C)Sc1nc2c(c(=O)[nH]c(=O)n2C)n1CCc1ccccc1,-0.4,19,0.8,-1,3,0.1,-2,0.5,0
O=C(CP(=O)(c1ccccc1)c1ccccc1)N1CCCCC1,0.1,10,0.0,-1,4,0.7,0,2.4,-6
Cc1cc(C)c2c(N)c(C(=O)c3ccc(Br)cc3)oc2n1,-0.4,5,0.1,4,0,-2.2,3,1.8,7
Cc1ccc(NC(=S)NNS(=O)(=O)c2ccc3ccccc3c2)cc1Cl,1.0,11,0.1,3,3,0.1,10,0.5,4
CCn1cc(CNC(=O)c2cc([N+](=O)[O-])c(C)c([N+](=O)[O-])c2)cn1,3.2,12,0.3,14,6,-0.9,0,0.4,16
O=C(NC(=S)Nc1nc(-c2ccc(Br)cc2)cs1)c1cccnc1,-0.4,14,-0.2,5,6,1.3,-6,-2.4,-4
O=C1C=C(Nc2ccccc2)c2ccccc2C1=O,-0.3,-72,0.6,1,6,1.5,-9,1.5,21
CC(C)c1csc(CN2CCC(N3CCC(C(=O)NCC4CCCO4)CC3)CC2)n1 (stereo not given),-1.3,0,0.8,2,8,-0.6,2,-0.6,10
O=c1[nH]c(=O)n(Cc2ccco2)c2c1C(C(F)(F)F)(C(F)(F)F)N=C(CCC1CCCCC1)N2,-0.9,-8,-0.8,-2,-1,1.2,1,-1.3,-4
CC1(C)C2CCC(C2)C1(C)N=C1OC(CCl)CS1 (stereo not given),1.4,4,7.7,2,0,0.5,11,1.3,24
CCc1cc2c(NCCC(=O)O)ncnc2s1,-0.4,3,0.7,0,4,1.5,5,-2.0,-22
N#C/C(=C\c1ccc(F)c(Cl)c1)S(=O)(=O)c1ccccn1,0.6,-16,0.8,-1,0,-0.4,2,1.1,-37
Cc1nc(N2CCN(C(=O)c3ccco3)CC2)c2c3c(sc2n1)CCCC3,0.6,11,-0.6,0,2,-0.9,-20,0.7,-9
O=C(CCc1ccccc1)NNC(=O)c1ccccc1Br,0.1,17,0.9,-2,4,0.9,-10,-0.1,17
COc1cccc(CNC(=O)c2cccc(Br)c2)c1,-1.9,-13,-0.1,-1,8,0.5,-6,-0.5,6
COc1cc(Nc2cc(C)nc3ncnn23)cc(OC)c1,0.6,13,-0.1,1,3,0.8,-4,-0.3,23
CC(C)(C)n1ncc2c(=O)n(CC(=O)N3CCCC3)cnc21,1.9,1,0.4,4,4,1.7,4,0.3,-17
CSC1=NCCN1C(=O)c1ccco1,0.9,-5,0.3,-4,2,1.2,-1,2.3,10
CC1CC(C)CN(CCOc2ccc(Cl)cc2Cl)C1 (stereo not given),-0.4,22,-0.3,-1,2,0.2,-7,-6.2,-24
COc1ccc(/C=N/NC(=O)CN(C)S(=O)(=O)c2ccc(NC(C)=O)cc2)cc1,0.9,-78,0.8,1,9,0.4,11,1.9,-16
O=C(/C=C/c1cccc([N+](=O)[O-])c1)NCc1ccco1,-0.4,-8,0.1,1,6,0.6,-19,2.8,-3

# Fetched by compound from above (four):
SMILES,TRPN1 ag,EP2 modulator,TRPML3 agonist,Ba/F3 V617F tox,BaF3 tox,PERK inh,S1P4 antagonist,S1P4 agonist,m-calpain inh
COc1cccc(CNC(=O)c2cccc(Br)c2)c1,-1.9,-13,-0.1,-1,8,0.5,-6,-0.5,6
CC1(C)C2CCC(C2)C1(C)N=C1OC(CCl)CS1 (stereo not given),1.4,4,7.7,2,0,0.5,11,1.3,24
COc1cc(Nc2cc(C)nc3ncnn23)cc(OC)c1,0.6,13,-0.1,1,3,0.8,-4,-0.3,23
N#C/C(=C\c1ccc(F)c(Cl)c1)S(=O)(=O)c1ccccn1,0.6,-16,0.8,-1,0,-0.4,2,1.1,-37

# Continued.
SMILES,TRPN1 ag,EP2 modulator,TRPML3 agonist,Ba/F3 V617F tox,BaF3 tox,PERK inh,S1P4 antagonist,S1P4 agonist,m-calpain inh
O=C1OC(NC(=O)c2ccccc2)C(n2cc(CO)nn2)=C1Cl (stereo not given),1.3,-21,0.5,-3,1,0.0,27,0.4,9
O=C(CSc1nnnn1-c1ccccc1)N1CCc2ccccc2C1,0.0,-11,-0.7,6,4,-0.8,-4,-2.4,7
COc1ccc(C2=CC(=O)N(Nc3ccccc3)C2=O)cc1,0.6,-82,-0.1,2,7,0.8,19,0.7,-28
Cc1ccc(S(=O)(=O)Nc2nc3ccccc3s2)cc1,-1.3,36,0.1,0,5,0.3,-3,2.9,-21
Cc1cc(NC(=O)CCCC(=O)NCc2ccccc2)no1,0.0,-5,0.7,1,8,0.0,6,-1.1,-6

# Assay outcomes as filed in PubChem BioAssay.
